# From PubChem BioAssay
# Pol eta inh: qHTS for Inhibitors of Polymerase Eta | DNA polymerase eta (Homo sapiens), Q9Y253 | recombinant Pol eta, fluorescent DNA replication assay | Potency, µM (titrated, usually from 114 µM), for inactives: top-dose activity change, negative = inhibition, usual class: inhibitors | actives 1.2% (n = 390,000) | AID 588591, 2011; note: potency is the fitted concentration of half-maximal effect; % is set by controls: 0 for no effect and ±100 for the full control effect
# Target sequence (Q9Y253 whole entry, looked up): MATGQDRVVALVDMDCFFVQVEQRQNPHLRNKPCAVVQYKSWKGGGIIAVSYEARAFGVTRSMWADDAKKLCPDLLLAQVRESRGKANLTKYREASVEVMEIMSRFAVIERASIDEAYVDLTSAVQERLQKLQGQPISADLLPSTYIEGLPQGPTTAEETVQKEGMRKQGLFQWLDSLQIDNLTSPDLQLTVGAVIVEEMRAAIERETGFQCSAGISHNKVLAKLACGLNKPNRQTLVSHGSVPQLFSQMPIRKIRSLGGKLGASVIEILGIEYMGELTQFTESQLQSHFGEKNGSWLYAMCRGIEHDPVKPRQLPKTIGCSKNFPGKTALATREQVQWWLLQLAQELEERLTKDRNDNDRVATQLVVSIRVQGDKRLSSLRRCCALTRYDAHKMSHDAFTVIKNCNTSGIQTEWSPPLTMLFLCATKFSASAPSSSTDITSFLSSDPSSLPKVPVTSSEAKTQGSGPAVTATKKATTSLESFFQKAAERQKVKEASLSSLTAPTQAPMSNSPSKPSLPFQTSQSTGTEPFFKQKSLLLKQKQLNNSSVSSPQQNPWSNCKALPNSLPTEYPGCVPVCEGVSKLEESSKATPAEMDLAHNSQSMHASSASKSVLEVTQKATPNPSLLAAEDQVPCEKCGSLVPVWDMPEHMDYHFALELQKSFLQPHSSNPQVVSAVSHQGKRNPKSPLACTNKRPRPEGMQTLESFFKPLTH
#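 Fluorescent replication assay: 50 nM final substrate added after a 15 min room-temperature compound preincubation with 10 nM enzyme. Signal taken at 0 min and again at 10 min.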
# PI4K2A block: qHTS for small molecular inhibitors of PI4K2A | actives 0.13% (n = 420,000) | Phosphatidylinositol 4-kinase type 2-alpha (Homo sapiens), Q9BTU6 | AID 1346378, 2018 | purified PI4K2A, ADP-Glo luminescence, 1 h; stronger effect = lower value | activity change, negative = inhibition, % at 76.9 µM; in the data active = activity change below about -50%; inconclusive = mostly about -30% to -49%;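 note: -100% = wells without enzyme as full effect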
#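 ADP-Glo luminescence measured ADP generated by PI4K2A enzyme (4 ug/mL before mixing) with 1.2 mM PI substrate (pre-mix) and 300 microM ATP (pre-mix). Tris pH7.5 buffer with MgCl2, Triton X-100; 1 h reaction at ambient temperature.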
# JMJD2A Tudor inh: qHTS Assay for Inhibitors of JMJD2A-Tudor Domain; actives 4.4% (n = 390,000); AlphaScreen JMJD2A-Tudor / H3K4me3 peptide binding; Potency, µM (titrated, usually from 114 µM), for inactives: at the highest dose activity change, negative = inhibition, usual class: inhibitors; Lysine-specific demethylase 4A (Homo sapiens), O75164; note: potency is the fitted concentration of half-maximal effect; % is set by controls: 0 for no effect and ±100 for the full control effect; nearly all actives have a fitted effect of over 50% in size
# G9a block: qHTS Assay for Inhibitors of Histone Lysine Methyltransferase G9a. G9a H3K9 monomethylation, AlphaScreen, 2 h. Potency, µM (series often up to 102 µM), for inactives: at the highest dose activity, negative = inhibition, usual class: inhibitors. actives 8.8% (n = 350,000). AID 504332, 2011; note: potency is the fitted concentration of half-maximal effect; % is set by controls: 0 for no effect and ±100 for the full control effect; nearly all actives have a fitted effect of over 75% in size
#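 Chemiluminescent proximity detection of H3K9 monomethylation, read after 10 min bead incubation in the dark. Reaction: 20 nM G9a, 500 nM biotin-H3K9 peptide, 20 uM SAM cofactor, 2 h, room temperature, following 15 min enzyme-compound preincubation.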
# BAZ2B inh: qHTS Assay for Inhibitors of BAZ2B; AlphaScreen BAZ2B-H3K14Ac peptide displacement; Bromodomain adjacent to zinc finger domain protein 2B (Homo sapiens), Q9UIF8; AID 504333, 2011; Potency, µM (top dose mostly 114 µM), without a hit: at the top dose activity change, negative = inhibition, most hits filed as inhibitors; actives 4.4% (n = 360,000); note: potency is the fitted concentration of half-maximal effect; % is set by controls: 0 for no effect and ±100 for the full control effect; nearly all actives have a fitted effect of over 60% in size
#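 AlphaScreen displacement of biotin-H3(5-23)K14Ac peptide (50 nM final) from BAZ2B (50 nM final) in PBS pH 7.4, 0.01% Tween-20; complex preformed 30 min RT, then compounds (top 110 uM) 30 min RT, beads 20 min dark.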
# Tb PGK inh: qHTS Assay to Find Inhibitors of Phosphoglycerate Kinase. Phosphoglycerate kinase, glycosomal (Trypanosoma brucei brucei), P07378. PGK/GAPDH coupled, Kinase-Glo luminescence, 60 min. Potency, µM (highest dose often 57.5 µM), for inactives: top-dose activity change, negative = inhibition, usual class: inhibitors. actives 0.043% (n = 380,000). AID 602233, 2012; note: potency is the fitted concentration of half-maximal effect; % is set by controls: 0 for no effect and ±100 for the full control effect; nearly all actives have a fitted effect of over 60% in size
#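 Recombinant glycosomal PGK reaction used 1,3-bisphosphoglycerate generated in-well by GAPDH (100nM final) in 100mM TEA pH 7.6, 5mM MgCl2, 0.01% Tween-20. After 60 minutes at room temperature, ATP was read by Kinase-Glo Plus luminescence end-point.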
# Pin1 inh: qHTS Assay to Find Inhibitors of Pin1. Peptidyl-prolyl cis-trans isomerase NIMA-interacting 1 (Homo sapiens), Q13526. Pin1 FP peptide displacement, HiFluor488, 10 min. AID 504891, 2011. actives 0.009% (n = 390,000). Potency, µM (series often up to 115 µM), inactives show at the highest dose activity, negative = inhibition, most hits filed as inhibitors; active = well fitted inhibition curve with a large enough effect in the polarisation, with a control signal flat, not every such curve was filed as active; inconclusive = small, poorly fitted or top-dose-only effect, or effect the other way, or a change in a side signal; inactive = no such curve, though single readings can be large or run the other way; the % refers to the polarisation; note: potency is the fitted concentration of half-maximal effect; % is set by controls: 0 for no effect and ±100 for the full control effect
# Target sequence (Q13526 whole entry, looked up): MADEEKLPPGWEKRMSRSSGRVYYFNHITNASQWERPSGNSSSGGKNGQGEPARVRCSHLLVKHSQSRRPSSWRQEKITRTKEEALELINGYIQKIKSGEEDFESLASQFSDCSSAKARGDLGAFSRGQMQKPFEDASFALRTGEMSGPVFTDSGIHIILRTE
# GLS inhibitor: qHTS for Inhibitors of Glutaminase (GLS); Potency, µM (titrated, usually from 45.5 µM), without a hit: at the highest dose activity change, negative = inhibition, hits mostly inhibitors; Glutaminase kidney isoform, mitochondrial (Homo sapiens), O94925; actives 0.21% (n = 410,000); GLS enzymatic activity, qHTS titration; AID 624170, 2012; note: potency is the fitted concentration of half-maximal effect; % is set by controls: 0 for no effect and ±100 for the full control effect
#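 hKGA; 45 mM KH2PO4 pH 8.2 + 0.02% Tween-20; cpd via pin tool; 1 mM Gln soln; GluOx/HRP/Amplex Red; RT 30 min; fluor. t0 & final.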
# HP1b chromo inh: HTS for Inhibitors of HP1-beta Chromodomain Interactions with Methylated Histone Tails; Potency, µM (top dose mostly 114 µM), inactives show top-dose activity change, negative = inhibition, hits mostly inhibitors; AID 540317, 2011; AlphaScreen HP1-beta / biotin-H3K9me3 peptide binding; actives 0.56% (n = 390,000); note: potency is the fitted concentration of half-maximal effect; nearly all actives have a fitted effect of over 70% in size; inactives centre near 23
# Target sequence (P83916 whole entry, looked up): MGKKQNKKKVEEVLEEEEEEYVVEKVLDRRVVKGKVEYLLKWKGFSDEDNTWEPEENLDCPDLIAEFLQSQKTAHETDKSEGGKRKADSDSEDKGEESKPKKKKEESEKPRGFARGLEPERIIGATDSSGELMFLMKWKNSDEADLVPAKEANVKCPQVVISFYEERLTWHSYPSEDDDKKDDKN
#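 AlphaScreen: HP1-beta (50 nM) preformed 30 min with biotin-H3(1-18)K9me3 peptide (50 nM) in PBS pH 7.4, 0.01% Tween-20. Compound added for 30 min at RT, then streptavidin donor/nickel chelate acceptor beads (10 ug/mL) for 30 min.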
# * = called active by the depositor; i = inactive; ? = inconclusive; · = not tested or not shown; & = joins results of further samples; [ ] = remark or other dose. Unless noted, calls come from the whole dose curve; as a rule, active = well fitted curve in the direction sought with a large enough effect; inconclusive = small, poorly fitted or top-dose-only effect, or another doubt; inactive = no such curve, though single readings can be large; an effect the other way counts as inactive or inconclusive. Some of the compounds tested; the hit share may differ from the screen's.
SMILES,Pol eta inh,PI4K2A block,JMJD2A Tudor inh,G9a block,BAZ2B inh,Tb PGK inh,Pin1 inh,GLS inhibitor,HP1b chromo inh
CC1CCCN(S(=O)(=O)c2ccc3oc(=O)ccc3c2)C1 (centres undefined),-7%,7,4%,·,-3%,i,6%,-6%,50%[activator]
CN(C)CCC1CCN(c2cc(C#N)c(C#N)cc2[N+](=O)[O-])CC1,0%,3,-4%,-44%,-26%,0%,-2%,1%,7%
COc1cc(OC)cc(C(=O)NCCCCNC(=O)c2cc(OC)cc(OC)c2)c1,-17%,2,-8%,·,·,-5%,2%,-3%,24%
CC(C)CNS(=O)(=O)c1ccc(CCC(=O)NC2CCCC2)cc1,-7%,-2,-16%,2%,-11%,-1%,4%,-5%,42%[activator]
CCC(C)(C(=O)NC1CCCC1)N(C(=O)CC1NC(=O)NC1=O)c1c(C)n(C)n(-c2ccccc2)c1=O (centres undefined),-10%,0,-7%,?,-9%,-3%,1%,0%,24%
COc1ccc(CCNC(=O)CS(=O)Cc2nc(-c3ccc(C)cc3)oc2C)c(OC)c1 (centres undefined),-15%,1,-21%,-32%[59 µM],?,i,-3%,4%,2%
O=C(NCC(c1ccco1)N1CCCCC1)c1ccc(COc2ccccc2)cc1 (centres undefined),-5%,4,?,-44%,-9%,-2%,-3%,15%,7%
COc1cccc(OCCNS(=O)(=O)c2ccccc2[N+](=O)[O-])c1,-7%,6,-24%,·,·,-10%,-5%,-10%,7%
CCOC(=O)C1C(=O)C(=O)N(Cc2ccccc2)C1C(=O)OCC (centres undefined),-13%,3,-8%,·,·,i,0%,-9%,28%
CC(C)OCCCn1c(=O)c2ccccc2n2c(CCC(=O)NCc3ccccn3)nnc12,-1%,-5,14%,86%[activator],1%,1%,4%,9%,45%[activator]
CN(C)c1ccc(C(=O)N2CCCC(N3CCN(Cc4ccc5c(c4)OCO5)CC3)C2)cc1 (centres undefined),-8%,1,-25%,·,?,5%,-9%,25%,-2%
Cc1cc(C)n(-c2ccc([N+](=O)[O-])cc2)n1,-11%,-5,-2%,23%,2%,i,0%,1%,32%
Cc1ccc(S(=O)(=O)Nc2nnc(C3CCCCC3)s2)cc1,-27%,8,-11%,-49%,1%,1%,2%,8%,15%
CCOC(=O)c1c(NC(=O)Cc2ccccc2)sc2c1CCN(CC)C2,-9%,1,-23%,·,-7%,-13%,-1%,-12%,13%
Nn1c(SCC(=O)Nc2ccc3c(c2)OCCO3)nncc1=O,-13%,1,-10%,·,-2%,-9%,-4%,1%,46%[activator]
C=CCOC(=O)C1=C[C@H](c2ccc3c(c2)OCO3)C[C@H](OCCCCO)O1,-18%,-8,-16%,·,·,i,4%,16%,29%
N#Cc1nc(-c2ccc(F)cc2)oc1N1CCC(C(N)=O)CC1,-8%,-1,-17%,12%,-5%,1%,2%,-1%,24%
COc1ccc(CCNC(=O)Cn2nnc(-c3ccc(N(C)C)cc3)n2)cc1OC,3%,-8,-19%,-14%[59 µM],-2%,2%,-13%,4%,1%
CCOC(=O)N1CCN(C(=O)COC(=O)CSc2ccc([N+](=O)[O-])cc2)CC1,-5%,-2,-3%,?,7%,1%,0%,-25%,25%
Cc1ccc(-c2cn3cccc(C)c3n2)cc1NS(=O)(=O)c1ccccc1,-4%,1,?,-16%[59 µM],-27%,-10%,21%,7%,-3%
O=C(CN1CCN(S(=O)(=O)c2ccc(Cl)s2)CC1)N1CCOCC1,-7%,0,-1%,-33%,0%,1%,-1%,-1%,33%
CNC(=S)N(CCc1c(C)[nH]c2ccc(C)cc12)Cc1cccnc1,-16%,-2,-28%,79µM*,?,-7%,-5%,6%,9%
CCOC(=O)C1=C(CS(=O)(=O)c2cccc(C(F)(F)F)c2)NC(=O)NC1c1cccc(OC)c1 (centres undefined),-3%,-3,-12%,-39%[59 µM],3%,-2%,5%,4%,19%
C#CCN1C(=O)C(O)(c2c(C)[nH]c3ccccc23)c2ccccc21 (centres undefined),-11%,1,-20%,5%[59 µM],-33%,-5%,-13%,-2%,43%
CCN(CC)CCCNC(=S)N1CCN(c2nc(-c3ccc(F)cc3)cs2)CC1,-25%,-5,?,?,?,-9%,-4%,-17%,-18%
# Carrying on:
SMILES,Pol eta inh,PI4K2A block,JMJD2A Tudor inh,G9a block,BAZ2B inh,Tb PGK inh,Pin1 inh,GLS inhibitor,HP1b chromo inh
Cc1nc2c(Cl)cccc2[nH]1,-11%,7,13%,56µM*,7%,-7%,-9%,-1%,18%
Cc1[nH]c2ccccc2c1/C=N/Nc1nc(N2CCCCC2)nc(N2CCCCC2)n1,-22%,-2,-32%,?,-36%,i,1%,-5%,-10%
O=C(Nc1cccnc1)Nc1cccc([N+](=O)[O-])c1,-18%,1,-19%,1%,2%,-8%,6%,-7%,18%
COc1ccc(C(=O)COC(=O)c2ccc([N+](=O)[O-])s2)cc1OC,0%,8,-22%,1%[12.7 µM],2%,i,-10%,-2%,?
Cc1cn(-c2cc(NC(=O)c3ccc(C)c(NC(=O)c4cccc(-c5cn[nH]c(=O)c5)c4)c3)cc(C(F)(F)F)c2)cn1,-17%,-4,?,14µM*,-38%,-1%,10%,-1%,21%
O=C(NNC(=O)c1ccco1)c1ccco1,-3%,-5,·,·,·,-1%,·,15%,·
COc1ccc(/C(C)=N/NC(=O)C2C3CCCCC32)c(OC)c1 (centres undefined),-4%,-25,-15%,17%[59 µM],1%,-6%,0%,1%,17%[57 µM]
CSCC[C@H](NC(=O)OC(C)(C)C)C(=O)N/N=C/c1c(C)[nH]c(=O)[nH]c1=O,-15%,-2,7%,-38%,11%,-4%,0%,-1%,32%
Cc1[nH]c(C)c(S(=O)(=O)N(Cc2ccccc2)C(C)C)c1C(=O)N1CCCC1,1%,0,-22%,6%,-13%,-5%,0%,-12%,38%[activator]
O=S(=O)(c1ccc(Br)c2ccccc12)N1CCOCC1,5%,0,6%,25%[0.501 µM],-1%,4%,2%,4%,20%
COc1cccc(CN2CCN(Cc3ccc(O)c(OC)c3)CC2CCO)c1 (centres undefined),-17%,-1,-7%[57.1 µM],·,4%,0%,-2%,?,36%
CCOC(=O)c1cc(NC(=O)c2ccc(Cl)cc2)c(=O)oc1-c1ccccc1,-14%,7,-15%,10%[2.33 µM],7%,2%,-3%,1%,7%
CCOc1ccc(C(=O)Nc2c3c(nn2-c2ccccc2)CS(=O)(=O)C3)cc1,-18%,-2,-15%,5%,-14%,6%,-14%,6%,5%
CC(C)(C)OC(=O)NCc1ccc(CNC(=O)c2[nH]cnc2C(=O)NC2CCN(C(=O)OC(C)(C)C)CC2)cc1,?,0,-31%,2%[0.501 µM],-5%,i,?,-1%,33%
CCCNC(=O)CNC(=O)c1ccc(C#N)cc1,3%,-1,-14%,·,·,0%,-5%,2%,24%
Cc1ccc2c(Cl)cc(Cl)c(OCC(=O)NC3CCS(=O)(=O)C3)c2n1 (centres undefined),1%,-2,-7%,-38%,-12%,-5%,3%,12%,32%
Brc1ccc(-c2nnc(-c3ccccc3)c(N3CCSCC3)n2)cc1,-15%,7,-12%[57.1 µM],24%[12.7 µM],?,-5%,26%,1%,13%
C=CCN1CCc2nc(N)sc2CC1,6%,-4&-14,-14%,16µM*,-3%,2%,0%,38%&8%[activator],18%
Cc1cccnc1NC(=O)c1ccc(OCc2c(C)noc2C)cc1,-7%,-4,-14%,12%,-5%,-7%,0%,-2%,28%
c1ccc(CSc2nnc3ccc(-c4cccs4)nn23)nc1,-32%,-1,3%[11.4 µM],-23%,-25%,-8%,-8%,-7%,-7%
CCCOc1ccc2oc(=O)c3c(c2c1)CCCN3C(=O)CN1CCCC(C(=O)OCC)C1 (centres undefined),-11%,-7,-28%,6%,-4%,-5%,-18%,3%,34%
CC(=O)N1CCc2c(sc3c2c(=O)n(-c2cc(Cl)ccc2C)c(=O)n3Cc2ccccc2F)C1,-5%,-1,-21%,3%[59 µM],?,-1%,-4%,-11%,21%
CCCCC(=O)c1ccc(O)cc1,-15%,-1,-11%,?,-4%,3%,7%,-9%,30%
COC(=O)c1ccc(N=CC2=C(O)CC(c3ccccc3)CC2=O)cc1 (centres undefined),-12%,1,-3%,-24%,-1%,-7%,-3%,-4%,51%[activator]
COc1ccccc1-c1cc(C(=O)NCc2ccccc2)no1,-28%,3,19%,·,10%,24%,-9%,-4%,51%[activator]
Cc1cc(C)nc(NNC2=CC(=O)CC(C)(C)C2)n1,-5%,0,4%,?,·,0%,?,4%,89%[activator]

# Just Tb PGK inh, for 2 of the compounds above:
compound,Tb PGK inh
Cc1cccnc1NC(=O)c1ccc(OCc2c(C)noc2C)cc1,-7%
c1ccc(CSc2nnc3ccc(-c4cccs4)nn23)nc1,-8%
